Source: PubChem (Sanford-Burnham Center for Chemical Genomics)
DNMT1 block – DNMT1 (human) enzyme inhibition | P26358 | DNMT1 molecular beacon, Hinp1I cleavage, fluorescence | inhibition (reported as % activation of signal), % at 10 µM | actives 0.83% (n = 360,000); in the data active = inhibition above about 50%
Target sequence (P26358 504-1616 limits assumed): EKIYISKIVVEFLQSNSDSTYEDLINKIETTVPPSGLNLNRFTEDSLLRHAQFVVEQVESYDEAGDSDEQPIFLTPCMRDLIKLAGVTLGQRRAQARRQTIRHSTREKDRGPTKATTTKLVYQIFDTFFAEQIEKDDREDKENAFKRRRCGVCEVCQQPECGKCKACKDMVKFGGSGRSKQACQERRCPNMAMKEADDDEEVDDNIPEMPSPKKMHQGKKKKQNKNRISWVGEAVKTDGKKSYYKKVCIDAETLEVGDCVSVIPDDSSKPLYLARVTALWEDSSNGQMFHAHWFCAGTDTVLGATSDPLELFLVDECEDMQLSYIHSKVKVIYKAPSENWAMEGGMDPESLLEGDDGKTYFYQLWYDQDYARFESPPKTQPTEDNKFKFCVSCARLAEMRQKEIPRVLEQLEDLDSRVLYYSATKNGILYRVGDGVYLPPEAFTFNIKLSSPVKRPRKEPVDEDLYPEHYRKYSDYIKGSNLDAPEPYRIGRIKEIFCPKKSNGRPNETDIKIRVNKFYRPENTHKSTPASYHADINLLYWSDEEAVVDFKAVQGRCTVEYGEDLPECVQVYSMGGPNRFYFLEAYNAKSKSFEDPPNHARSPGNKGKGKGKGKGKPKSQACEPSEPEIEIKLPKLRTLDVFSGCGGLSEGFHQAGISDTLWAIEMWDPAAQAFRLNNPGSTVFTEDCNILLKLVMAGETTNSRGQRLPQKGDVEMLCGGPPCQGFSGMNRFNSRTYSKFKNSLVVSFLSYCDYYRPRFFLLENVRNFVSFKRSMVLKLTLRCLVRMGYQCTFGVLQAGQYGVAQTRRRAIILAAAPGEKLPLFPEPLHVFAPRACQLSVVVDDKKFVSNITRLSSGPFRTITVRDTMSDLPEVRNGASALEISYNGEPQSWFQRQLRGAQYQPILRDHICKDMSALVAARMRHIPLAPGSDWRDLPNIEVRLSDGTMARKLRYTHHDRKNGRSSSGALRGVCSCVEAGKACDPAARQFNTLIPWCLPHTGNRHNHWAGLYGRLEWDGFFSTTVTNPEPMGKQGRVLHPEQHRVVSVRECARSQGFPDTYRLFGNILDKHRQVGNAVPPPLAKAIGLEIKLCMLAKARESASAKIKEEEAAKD
NadD inh – blocks S. aureus nicotinate mononucleotide adenylyltransferase | purified NadD enzyme, colorimetric absorbance read-out | inhibition, % at 20 µM | actives 0.78% (n = 360,000); in the data active = inhibition above about 26%; also: some compounds past the cut are filed as inactive
MT1-MMP act inh – inhibitors of human MT1-MMP activation; P50281; HT1080 RFP-PRO-GFP cells, GFP/RFP ratio fluorescence, overnight; percent of plate control window, DMSO zero; GFP/RFP ratio change, % at 20 µM; actives 0.061% (n = 360,000);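 active = GFP/RFP ratio change of at least 30% with cell ATP level not reduced by more than half and red fluorescence within 50% of control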; also: strong numbers were not always called active
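Assay system: HT1080 RFP-PRO-GFP cells | Dosing: 20 µM single dose, 1% DMSO | Incubation: Cells overnight before dosing, compound overnight, 37 °C, 5% CO2 | Evaluation: GFP/RFP fluorescence ratio | Control set: DMSO-only wells and HT1080 RFP-L50D-GFP cell wells as references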
LMPTP block – blocks human LMPTP phosphatase | recombinant LMPTP-A, OMFP fluorogenic substrate, fluorescence intensity | inhibition, % at 20 µM | actives 0.22% (n = 360,000) | AID 651560;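 active = compounds that cut the enzyme signal by at least half of the control window in the single-dose screen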;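 also: plate controls were DMSO wells with enzyme plus substrate for no effect and substrate without enzyme for full effect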
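test system = LMPTP-A | amount = 0.625 nM LMPTP-A final | reagent = fluorogenic phosphatase substrate OMFP at 400 µM final | incubation = 50 min at room temperature | benchmarks = no-enzyme low control, uninhibited high control | medium = Bis-Tris pH 6.0, DTT, detergent | signal = fluorescence intensity of OMFP turnover product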
STEP inh – inhibitors of human striatal-enriched phosphatase STEP | inhibition, % at 20 µM | AID 588621 | recombinant STEP, OMFP fluorogenic substrate, fluorescence | actives 0.25% (n = 360,000);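 active = inhibition at 20 µM, scaled per plate between control wells, above about 37%, limit read from the data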;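 also: 0% = DMSO with enzyme and substrate and 100% = substrate only without enzyme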
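Measure: Control-normalized % inhibition with plate pattern correction | Test system: STEP phosphatase, cell-free reaction | Medium: pH 6.0 Bis-Tris with DTT and Tween 20 | Technique: Fluorescence, 480/540 nm | Times: Reaction 20 min, ambient temperature | Doses: Single compound dose of 20 µM, 1% DMSO final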
Scp1 inh – blocks human Scp-1 phosphatase activity; Q9GZU7; Recombinant Scp1, phosphopeptide, malachite green phosphate absorbance; inhibition, % at 20 µM; actives 0.88% (n = 340,000); AID 493091;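 active = inhibition above about 50% at 20 µM, limit read from the data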;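 also: plate controls were DMSO wells with enzyme for no effect and wells lacking enzyme for full effect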
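Material – SCP-1 phosphatase catalytic domain, residues 76-261 · Buffer or medium – Acidic Tris acetate buffer with magnesium and detergent · Also added – Phospho 17-mer peptide substrate · Compound – single 20 µM dose, 1% DMSO · Times – 45 min room-temperature reaction, 5 min colour, 30 min stabiliser · Technique – Phosphate-binding colour reagent, absorbance read at 630 nm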
CendR NRP1 mod – NRP-1/CendR interaction modulation; FAM-RPARPAR peptide binding to NRP-1, fluorescence polarization; inhibition, % at 25 µM; actives 0.85% (n = 360,000); AID 602438;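 active = inhibition or corrected inhibition above about 18%, plus a signal ratio from 0.5 to 1.5, limit read from the data, passing the limit was not always enough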; also: strong numbers were not always called active
SKN-1 inh – C. elegans SKN-1 inhibition. C. elegans VP596 Pgst-4::GFP/RFP ratio, acrylamide-induced, 24 h. actives 0.49% (n = 360,000). inhibition, % at 21.8 µM;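 active = interference check ratio from 0.5 to 1.5 plus GFP to RFP signal ratio inhibition reaching or exceeding a fixed threshold, cut at about 30% in these data, passing the limit was not always enough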; also: some compounds called inactive have numbers as strong as hits
SUMO1 PPI mod – alters human SUMO1 binding to SIM partners | P63165 | SUMO1 binding to a labelled peptide, TR-FRET, 1 h | inhibition, % at 20 µM | actives 0.33% (n = 360,000); in the data active = inhibition above about 37%
Rpn11 block – inhibitors of human proteasome Rpn11; human 26S proteasome, Ub4-pepOG fluorescence polarization; 20S core pre-blocked with epoxomicin; calls only at 20 µM; actives 0.59% (n = 360,000); AID 588493;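 active = inhibition at 20 µM, scaled to each plate's controls, above about 33%, limit read from the data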
An asterisk follows results filed as active; i = inactive; / = no result given.

compound,DNMT1 block,NadD inh,MT1-MMP act inh,LMPTP block,STEP inh,Scp1 inh,CendR NRP1 mod,SKN-1 inh,SUMO1 PPI mod,Rpn11 block
CNCCC=C1c2ccccc2C=Cc2ccccc21,5,-5,-6,-1.4,2,-4,5,7,-7,i
O=C(O)C1C2CCC(O2)C1C(=O)Nc1ccc(F)cc1 (stereo not drawn),3,-3,6,0.9,0,-4,6,6,1,i
CCc1nnc(NC(=O)c2ccc(Br)o2)s1,1,1,1,-0.8,-1,-14,-6,19,4,i
CC(C)N1C(=O)CCC1C(=O)NCCc1ccccc1 (stereo not drawn),3,-7,-8,0.0,0,-4,-3,-23,-1,i
O=S(=O)(Nc1ccc(O)c(Sc2nc3ccccc3s2)c1)c1ccc(F)cc1,2,1,3,4.1,-6,-8,-7,18,6,i
Cn1c(=O)n(C)c2cc(C(N)=O)ccc21,0,3,5,-1.9,0,-7,-11,6,0,i
O=C(O/N=C1\CCS(=O)(=O)c2sccc21)c1ccc(F)cc1,2,1,5,-0.3,0,-5,17,3,2,i
NC(=S)n1[nH]c(-c2ccc([N+](=O)[O-])cc2)c(N=Nc2ccc(Cl)cc2)c1=O,107*,68*,-16,29,4,3,1,7,87*,i
CC1(Cc2ccccc2OC(F)(F)F)C(=O)Nc2cc(-c3ccccc3Cl)ccc21 (stereo not drawn),-9,1,-14,3.1,1,/,-7,17,-2,i
Cc1ccc(CNn2cnnc2SCC(=O)NC(C)(C)C)cc1,1,-1,4,-1.3,1,-2,-3,-3,3,i
CC(=O)Oc1ccc2c(C)cc(=O)oc2c1C(=O)c1ccccc1,-5,5,-3,-1.9,0,-8,-7,5,0,i
O=C(COC(=O)c1cc(S(=O)(=O)N2CCOCC2)ccc1O)Nc1ccc2c(c1)OCO2,1,4,-1,-1.0,-3,-10,-8,-5,13,i

One compound at a time, as listed above.
`NC(=S)n1[nH]c(-c2ccc([N+](=O)[O-])cc2)c(N=Nc2ccc(Cl)cc2)c1=O` as listed: DNMT1 block: 107*; NadD inh: 68*; MT1-MMP act inh: -16; LMPTP block: 29; STEP inh: 4; Scp1 inh: 3; CendR NRP1 mod: 1; SKN-1 inh: 7; SUMO1 PPI mod: 87*; Rpn11 block: i
`O=S(=O)(Nc1ccc(O)c(Sc2nc3ccccc3s2)c1)c1ccc(F)cc1` as listed: DNMT1 block: 2; NadD inh: 1; MT1-MMP act inh: 3; LMPTP block: 4.1; STEP inh: -6; Scp1 inh: -8; CendR NRP1 mod: -7; SKN-1 inh: 18; SUMO1 PPI mod: 6; Rpn11 block: i

(further entries)
compound,DNMT1 block,NadD inh,MT1-MMP act inh,LMPTP block,STEP inh,Scp1 inh,CendR NRP1 mod,SKN-1 inh,SUMO1 PPI mod,Rpn11 block
Cc1cc(C)cc(NC(=O)CSc2nnc(-c3ccc(S(=O)(=O)N4CCCC4)cc3)o2)c1,1,2,7,-2.8,1,0,-20,11,0,i
CCOC(=O)N1CCC(N2Cc3cccc(C(=O)O)c3C2=O)CC1,9,1,-2,-1.0,0,-7,-3,9,3,i
CCN(CC)C(=O)CSc1nnc(-c2ccccn2)n1Cc1ccccc1,0,-9,-1,-1.2,1,-2,0,-6,0,i
Cc1cc(Cl)c(S(=O)(=O)N2CCCCCC2)cc1OCC(N)=O,4,-7,-6,-0.5,0,5,1,-12,2,i
NC(=O)c1cc[n+](Cc2ccc([N+](=O)[O-])cc2)cc1,4,1,-1,-1.6,0,-4,-8,4,-30,i
COC(=O)c1ccc(NC(=O)CN2CCN(CCO)CC2)cc1,-1,1,-2,-1.0,-2,-7,-3,8,4,i
COc1cc(S(=O)(=O)N2CCOCC2)ccc1NC(=O)COC(=O)c1ccc(Cl)nc1,0,-2,2,-0.3,-1,2,1,-7,9,i
O=C(NCC1CCCO1)C1CCCN(S(=O)(=O)c2ccc(Br)cc2)C1 (stereo not drawn),2,-1,0,0.0,-1,-13,-11,-3,1,i
Cc1ccc(C(=O)OCC(=O)Nc2ccc(C(N)=O)cc2)s1,0,3,-2,-0.3,3,-1,6,2,2,i
c1ccc2c(c1)ncn2CCOCCOCCn1cnc2ccccc21,2,-6,2,1.2,-9,-7,-2,-6,3,i
Cc1ccc2c(c1)C(c1ccc(F)cc1)N(C(=O)c1ccc(S(=O)(=O)N(C)C)cc1)CC(=O)N2 (stereo not drawn),0,-4,-1,-0.3,-2,-7,9,-2,-2,i
O=C(Nc1cc(F)ccc1F)c1cccc(-n2cnnn2)c1,1,-5,5,-0.9,-1,-5,-10,-7,-2,i

More results:
compound,DNMT1 block,NadD inh,MT1-MMP act inh,LMPTP block,STEP inh,Scp1 inh,CendR NRP1 mod,SKN-1 inh,SUMO1 PPI mod,Rpn11 block
COCCNC(=S)NN(c1ccccc1)c1ccccc1,-2,-3,0,0.3,2,6,10,-13,-15,i
CC(C)C1Nc2ccc(C(=O)NCCCN3CCOCC3)cc2NC1=O (stereo not drawn),4,-4,0,-2.6,1,-10,-5,9,2,i
CCc1ccc2[nH]c(C(=O)Nc3ccc(C)c(F)c3)cc2c1,-3,8,2,2.5,0,13,-2,-5,-6,i
CCc1nnc(NC(=O)CSc2ncnc3c2cnn3-c2ccc(OC)cc2)s1,16,10,0,-1.5,-2,10,-11,17,1,i
CCOC(=O)Cn1c(=O)oc2cc(S(=O)(=O)NC3CCCCC3)ccc21,3,4,10,-0.6,-2,2,-20,2,-3,i
C=C(C)n1c(=O)[nH]c2ccccc21,-1,-3,5,-0.2,-3,-6,5,-9,19,i
CC(=O)Nc1ccc(S(=O)(=O)C(C#N)c2nc3ccccc3nc2NCCCO)cc1 (stereo not drawn),-1,-3,0,-1.4,0,-7,-47,7,-23,i
Cc1ccc(/C=C/C(=O)O)cc1S(=O)(=O)NCc1ccco1,4,-1,3,0.0,-2,-1,2,-2,3,i
OC(CNC1CCCCC1)CNC1CCCCC1,2,2,-2,-1.5,-1,-5,6,1,2,i
C=CCC1(N(C(C)=O)c2ccccc2C)CCCCC1,2,3,-3,2.6,2,3,-4,-5,-3,i
CCCCCC(=O)N(O)C1CC(=O)N(c2ccccc2)C1=O (stereo not drawn),1,3,7,0.2,-2,1,1,7,3,i
COC(=O)[C@]1(C)N[C@H](CN(C)C(=O)c2ccccc2)[C@@H]2C(=O)N(Cc3ccccc3)C(=O)[C@@H]21,7,-2,3,-1.2,-1,-4,-16,12,-1,i

Next part:
compound,DNMT1 block,NadD inh,MT1-MMP act inh,LMPTP block,STEP inh,Scp1 inh,CendR NRP1 mod,SKN-1 inh,SUMO1 PPI mod,Rpn11 block
CCCC[C@@H]1CNCCN1CCc1cc(C(F)(F)F)cc(C(F)(F)F)c1,21,-4,-1,-6.7,2,3,-2,10,-15,i
CC(c1nccs1)N(C)C(=O)CCc1nnc(Cc2c[nH]c3ccccc23)o1 (stereo not drawn),0,-4,0,-0.6,0,-6,-9,-2,2,i
CCCNC(=O)CSc1nnc(-c2ccc(F)cc2)o1,-1,-5,-4,-0.9,4,-1,7,-1,3,i
CC(Oc1ccc(F)cc1)C(=O)Nc1ccc(S(=O)(=O)NC2=NCCCCC2)cc1 (stereo not drawn),2,1,3,-0.8,-1,4,6,18,-3,i
COc1ccc(OCC(=O)Nc2ccc(Cl)cc2)cc1,2,-6,-3,1.0,-2,-5,6,5,-1,i
Cc1ccc(Cc2c(-c3cccc(Br)c3)nc3cc(C)c(Br)c(C)n23)cc1,22,10,2,2.1,0,/,-3,5,2,i
O=C(N/N=C/c1cccnc1)C1CC1(c1ccccc1)c1ccccc1 (stereo not drawn),-1,2,-2,1.8,1,1,3,10,-7,i
OC(c1ccccc1)c1nc(-c2cccc3cccnc23)cs1 (stereo not drawn),-5,-4,2,0.7,2,/,3,10,-20,i
O=C(NCCCNC(=O)c1cnccn1)c1ccc(Br)cc1,0,-1,2,-1.9,59*,-1,3,-2,4,i
CN(C(=O)c1cccc(S(=O)(=O)NCc2ccccc2)c1)C1CCCCC1,-2,0,1,-0.8,0,0,14,4,1,i
COC(=O)[C@@]12C[C@@H](CC(=O)NCCCN3CCCC3=O)C(=O)N(Cc3ccco3)C1=CCC(C)(C)C2,/,/,3,-0.1,/,/,-3,4,-1,/
CCc1nc2c(OCCOc3ccc(F)cc3)cccn2c1N(C)C(=O)c1cccs1,-6,-2,-4,-0.2,-1,/,-5,6,7,i

The list goes on:
compound,DNMT1 block,NadD inh,MT1-MMP act inh,LMPTP block,STEP inh,Scp1 inh,CendR NRP1 mod,SKN-1 inh,SUMO1 PPI mod,Rpn11 block
CC(=O)Nc1ccc2c(=O)n(-c3ccccc3)sc2c1,4,11,1,-2.6,4,/,9,3,7,i
O=C(O)c1ccc(NC2CC(=O)N(Cc3ccccc3)C2=O)cc1 (stereo not drawn),0,2,-1,-1.8,2,-8,3,-7,5,i
Cc1cc(NC(=O)CSCC(=O)N(c2cccc(Cl)c2)C(C(=O)NC2CCCCC2)c2ccc(O)c(O)c2)no1 (stereo not drawn),8,3,8,-0.7,-2,50*,-8,8,6,i
CCOC(=O)CCc1cnccc1-c1cccc(OC)c1O,3,-3,2,-1.1,0,-12,1,-7,5,i
CCc1ccc2[nH]c(=O)c(Cc3ccccc3)c(O)c2c1,4,-9,1,-0.8,1,-6,4,1,4,i
COc1ccc(OC)c(-c2csc(NC(=O)CN3C(=O)NC4(CCCC4)C3=O)n2)c1,-3,-4,1,0.6,-2,-3,-10,-17,3,i
CCC(=O)N1CCN(c2nc3ccc(Br)cc3s2)CC1,-3,-4,0,0.7,-1,-9,0,43*,-4,i
Cc1ccnc(NCc2cc(Cl)ccc2O)c1,1,-9,-2,-1.0,-2,/,-12,17,5,i
CCC(C)[C@H](NC(=O)Nc1ccccc1F)C(=O)O (stereo partly drawn),3,-8,6,-2.6,-2,-13,-5,0,-3,i
O=c1cc(N2CCN(c3ccccc3)CC2)[nH]c(=O)n1-c1ccccc1,-3,2,1,-0.7,-1,-4,8,-2,4,i
CCN(C(=O)COC(=O)c1nc2nc(C)cc(C)n2n1)C1CCS(=O)(=O)C1 (stereo not drawn),2,0,-2,-1.9,-5,4,10,0,8,i
CCN(C(=O)CSc1nnc(CNc2cccc(OC)c2)n1C1CCCCC1)C1CCS(=O)(=O)C1 (stereo not drawn),1,10,-7,-0.3,1,-2,2,-3,-1,i
CCOC(=O)c1sc(NC(=O)CSc2n[nH]c(CC(C)C)n2)nc1C,4,5,6,-1.6,-2,1,-5,20,1,i
Cc1ccc(C)c(NC(=O)CN(C)C(=O)COc2ccc3ccccc3c2)c1,-5,0,2,1.0,7,-15,0,9,3,i
COc1ccc(CNC(=O)Cc2c[nH]c3ccccc23)cc1OC,2,-7,-6,-1.0,-1,3,-2,-6,-2,i
